Assay outcomes deposited in PubChem BioAssay by National Center for Advancing Translational Sciences (NCATS).
GLP1R inv ag: GLP-1 receptor (human) inverse agonism; P43220; HEK293 GLP-1R CRE-luciferase, luminescence, 24 h; GLP-1R form is constitutively active; Potency, µM (doses to about 38.3 µM), for the others: top-dose activity change, negative = inhibition, hits mostly inhibitors; actives 1.6% (n = 410,000); further: potency means the concentration at half of the fitted maximal effect; on the % scale 0 is the no-effect control and ±100 the full control effect; nearly all actives have a fitted effect of over 55% in size
Target sequence (P43220 whole entry, looked up): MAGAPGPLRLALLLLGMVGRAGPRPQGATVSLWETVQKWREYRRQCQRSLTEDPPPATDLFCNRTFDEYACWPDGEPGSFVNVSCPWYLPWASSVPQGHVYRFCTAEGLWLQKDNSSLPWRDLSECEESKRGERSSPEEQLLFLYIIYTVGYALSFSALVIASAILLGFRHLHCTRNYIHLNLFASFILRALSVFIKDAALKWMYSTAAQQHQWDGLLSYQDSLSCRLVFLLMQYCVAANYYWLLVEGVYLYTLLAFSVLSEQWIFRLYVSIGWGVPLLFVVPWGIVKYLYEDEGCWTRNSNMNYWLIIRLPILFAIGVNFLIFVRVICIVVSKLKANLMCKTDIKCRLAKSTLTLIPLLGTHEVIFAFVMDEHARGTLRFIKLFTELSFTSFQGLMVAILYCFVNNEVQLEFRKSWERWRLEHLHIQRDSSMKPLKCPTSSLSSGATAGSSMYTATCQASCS
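Inverse agonism was detected as reduced cAMP-driven luciferase luminescence after 24 h compound treatment. The cells were HEK293 clones expressing constitutively active human GLP-1R with the reporter. Reporter-only and GPR119 cell lines served as counterscreen controls.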
D3 antag: blocks the human D3 dopamine receptor | P35462 | D3R cells, DiscoveRx beta-arrestin luminescence, antagonist mode; stronger effect = lower value | max response, negative = inhibition, % | actives 2.5% (n = 360,000) | AID 652054; in the data active means max response below about -50%; inconclusive means no clear call, values can overlap the other calls; further: on the % scale 0 is the no-effect control and ±100 the full control effect; mostly tested at two doses, the higher about 12 µM
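Cells expressing the human receptor were seeded at 1500 cells/well, incubated overnight at 37 degrees C in 5% CO2, then exposed to library compounds with dopamine controls for 90 minutes at 37 degrees C before luminescent detection.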
pAkt inh: inhibitors of Akt phosphorylation; Neuro2A IGF-stimulated pAkt S473 HTRF, 20 min; stronger effect = lower value; activity change, % for hits at 50 µM; actives 0.32% (n = 360,000); AID 651550; in the data active means activity change below about -80%; inconclusive means mostly about -51% to -80%; further: on the % scale 0 is the no-effect control and ±100 the full control effect
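Neuro2A cells in DMEM with 0.5% FBS, overnight at 37 deg C, given compound at single 50 µM final, then IGF (6 nM final) for 20 min at 37 deg C. Lysed; phospho-Akt Ser473 by HTRF after 24 h, 665/615 ratio.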
GLP-1R agonist: GLP-1 receptor (human) agonism; P43220; HEK293 GLP-1R CRE-luciferase, luminescence, 4-6 h; cells express a hypersensitive GLP-1R form; Potency, µM (highest dose often 45.6 µM), inactives show top-dose activation, most hits filed as activators; actives 0.007% (n = 380,000); AID 624172; further: potency means the concentration at half of the fitted maximal effect; % of control where 0% means no effect
aSyn rescue: inhibitors of alpha-synuclein toxicity in yeast; Potency, µM (doses to about 46.1 µM), inactives show at the highest dose growth rescue (activation), most hits filed as activators; AID 652106; Yeast expressing alpha-synuclein, growth rescue, BacTiter-Glo, 24 h; actives 0.14% (n = 370,000); further: potency means the concentration at half of the fitted maximal effect; % of control where 0% means no effect; nearly all actives have a fitted effect of over 65% in size
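Readout is rescue of growth in alpha-synuclein-expressing yeast, so inhibitors of toxicity appear as activators. Growth after 24 hr at 30 deg C in galactose medium is quantified by luminescence.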
Abeta rescue: compounds reversing amyloid beta toxicity in yeast. yeast expressing A-beta42, growth rescue, OD600, 48 h; response scale: 0% DMSO, 100% iron-clioquinol control. Potency, µM (top dose mostly 46.1 µM), without a hit: at the top dose growth rescue, actives largely listed as activators. actives 0.063% (n = 410,000); further: potency means the concentration at half of the fitted maximal effect; nearly all actives have a fitted effect of over 55% in size
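Yeast A-beta toxicity model in growth medium with pinned compounds, 48 h at 30 C; growth read as absorbance at 600 nm. Normalized to FeCl3/clioquinol equimolar mix (positive) and DMSO (negative).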
PTHR1 ag: PTHR1 (human) receptor agonism; AID 743266; Potency, µM (series often up to 115 µM), without a hit: at the top dose activation, hits mostly activators; actives 0.075% (n = 410,000); HEK293 GP2 PTHR1 cells, GloSensor cAMP luminescence, 1 h; further: potency means the concentration at half of the fitted maximal effect; nearly all actives have a fitted effect of over 55% in size; some results filed as inactive show a strong effect at the top dose; inactives centre near -15; many of its hits are not listed in these tables
Target sequence (Q03431 whole entry, looked up): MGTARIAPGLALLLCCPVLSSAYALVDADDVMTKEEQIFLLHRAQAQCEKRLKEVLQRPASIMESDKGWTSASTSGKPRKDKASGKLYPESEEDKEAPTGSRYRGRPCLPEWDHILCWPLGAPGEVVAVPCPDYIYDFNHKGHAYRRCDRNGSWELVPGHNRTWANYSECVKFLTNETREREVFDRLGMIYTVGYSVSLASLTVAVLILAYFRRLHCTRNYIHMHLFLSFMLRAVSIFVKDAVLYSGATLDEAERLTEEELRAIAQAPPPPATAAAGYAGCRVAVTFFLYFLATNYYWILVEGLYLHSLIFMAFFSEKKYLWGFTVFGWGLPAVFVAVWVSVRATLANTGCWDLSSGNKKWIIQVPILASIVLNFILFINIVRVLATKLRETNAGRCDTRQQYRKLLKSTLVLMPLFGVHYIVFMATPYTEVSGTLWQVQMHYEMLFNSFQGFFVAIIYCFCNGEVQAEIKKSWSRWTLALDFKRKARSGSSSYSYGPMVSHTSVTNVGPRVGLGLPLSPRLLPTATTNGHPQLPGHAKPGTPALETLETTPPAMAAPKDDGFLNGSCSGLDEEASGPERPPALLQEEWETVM
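HEK-293-derived GP2 cells expressing PTHR1 and a GloSensor cAMP reporter, 3,000/well, plated overnight, given luciferin plus IBMX (each 0.5 mM as added) for 1 h at 37 °C, then compound for 1 h at 37 °C. Luminescence was read after 15 min at room temperature.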
FUS suppressor: FUS proteinopathy suppression in yeast; Potency, µM (highest dose often 76.6 µM), inactives show at the top dose growth rescue (activation), most hits filed as activators; actives 0.24% (n = 390,000); S. cerevisiae FUS-expressing, growth rescue, OD600, 24 h;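 further: potency means the concentration at half of the fitted maximal effect; plate controls were DMSO vehicle for no effect and reference control for full effect; nearly all actives have a fitted effect of over 55% in size; some results filed as inactive show a strong effect at the top dose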
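Absorbance at 600 nm, taken 24hr after compound addition, measured rescue of FUS-yeast growth at 30C. Induction used 2% galactose with seeding at OD 0.005. Controls: CP55940 from 92uM final, DMSO only.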
TDP43 rescue: inhibitors of TDP-43 toxicity in yeast; TDP-43 expressing yeast growth rescue, BacTiter-Glo, 24 h; Potency, µM (top dose mostly 46.1 µM), for inactives: at the top dose growth rescue (activation), actives largely listed as activators; actives 1.8% (n = 410,000); further: potency means the concentration at half of the fitted maximal effect; % of control where 0% means no effect; nearly all actives have a fitted effect of over 50% in size
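Yeast expressing TDP-43 (pregrown in raffinose, seeded at OD600=0.02 in galactose medium) exposed to compounds 24 hr at 30 deg C. Growth read by BacTiter-Glo luminescence; rescue of toxicity appears as increased signal.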
* hit, by the source's call; i = inactive; ? = inconclusive; / = no result given; [ ] = another dose, or the depositor's remark. Unless noted, the call rests on the fitted dose curve; in most records, active means well fitted curve in the direction sought with a large enough effect; inconclusive means small, poorly fitted or top-dose-only effect, or another doubt; inactive means no such curve, though single readings can be large; an effect the other way counts as inactive or inconclusive. Some of the compounds tested; the hit share may differ from the screen's.

SMILES	GLP1R inv ag	D3 antag	pAkt inh	GLP-1R agonist	aSyn rescue	Abeta rescue	PTHR1 ag	FUS suppressor	TDP43 rescue
O=c1ccccn1Cc1c(Cl)cccc1Cl	-3.4%	-12.3	i	6.1%	-5.1%	15.7%	-0.6%	12.3%	11.0%
CC(C)(C)OC(=O)C[C@@H]1C/C=C\C[C@@H](CC(=O)N(CCO)Cc2ccccc2)C(=O)NC[C@@H](c2ccccc2)OC1=O	0.4%	0.0	i	4.7%	-4.1%	-1.4%	-7.3%	34.4%	12.5%
CCOC(=O)Cn1c(=O)oc2cc(S(=O)(=O)N3CCN(c4cc(C)ccc4C)CC3)ccc21	-14.0%	/	/	/	/	10.8%	i	18.8%	10.7%
CC1=NN(C(C#N)c2ccccc2C)C(c2ccccc2)C1 (stereo unspecified)	4.1%	-13.5	i	0.9%	0.2%	12.8%	-24.8%	-6.0%	11.7%
O=C(NC1CCCC1)C1c2ccccc2C(=O)N1C1CCCCC1 (stereo unspecified)	0.0%	18.4	i	-7.8%	-2.2%	14.7%	-9.3%[57.5 µM]	4.7%	-2.0%
CCOC(=O)C1=C(C)N(C)C(=S)NC1c1cccc(Cl)c1Cl (stereo unspecified)	?	4.6	i	-0.1%	3.6%	?	-68.3%[inhibitor]	-5.8%	28.6%
CCOc1ccccc1C(O)C1=CC(=O)c2ccccc2C1=O (stereo unspecified)	-2.8%	-5.0	i	-14.9%	-11.8%	-7.0%	i	3.7%	3.3%
CCN(CC)CCNC(=O)Cn1ncc2c3ccccc3n(Cc3ccc(Cl)cc3)c2c1=O	-23.8%	/	/	/	/	-10.9%	i	7.4%	0.0%[9.22 µM]
Cc1nc2ccccn2c1C(=O)N/N=C/c1cc(C)n(-c2ccc(Cl)cc2)c1C	0.0%	-18.0	i	-0.3%	3.7%	-0.5%	-9.2%[57.5 µM]	19.4%	?
CC(C)(C)c1cc[n+](/C(C(=S)Nc2ccccc2F)=C(/[O-])c2ccc3c(c2)OCCO3)cc1	-8.5%	-11.4	i	10.3%	0.0%	-0.4%	-1.8%	8.3%	-9.4%
COc1ccc2c(c1)C(CC(C)=O)N(c1ccc(-c3cccnc3)cc1)C(c1ccsc1)=C2 (stereo unspecified)	-21.4%	-10.3	i	20.5%	-29.4%	2.7%	-8.7%	?	?
C/C(=N\NC(=O)C1CC1c1ccccc1)c1cccs1 (stereo unspecified)	?	9.6	i	9.6%	-8.7%	-7.7%	i	23.8%	-7.1%
CCCS(=O)(=O)NC(=O)C1(C)CCCN(C(=O)CSc2ccccc2)C1 (stereo unspecified)	1.2%	-4.4	i	-2.7%	-3.1%	-4.6%	-3.9%	-6.5%	5.0%
CCCCNC(=O)NNC(=O)C1CC1(c1ccccc1)c1ccccc1 (stereo unspecified)	-19.4%	1.2	i	-2.5%	-3.0%	16.0%	-1.7%	-0.7%	3.8%
Cc1oc2cc3oc(=O)c(CCC(=O)NCCCN4CCCC4=O)c(C)c3cc2c1C	-3.8%	39.5	i	11.1%	0.5%	-2.0%	i	3.7%	13.2%
Cc1cc(=O)oc(C)c1C(=O)NCCc1ccc(F)cc1	13.3%	-7.5	i	-8.5%	0.4%	4.6%	i	20.1%	4.9%
O=C(COC(=O)c1cc[n+]([O-])cc1)Nc1ccccc1Sc1ccccc1	22.7%	-15.8	i	1.3%	2.8%	4.7%	20.6%	-32.6%	9.2%
c1ccc2cc3[nH]c(CN4CCOCC4)nc3cc2c1	5.4%	-1.3	/	-4.6%	-7.6%	-9.2%	i	-1.8%	-8.2%
CCOc1ccc(C2C(C#N)=C(N)Oc3nc[nH]c(=O)c32)cc1 (stereo unspecified)	10.6%	0.0	i	1.5%	0.9%	-13.2%	-56.9%[inhibitor]	12.2%	-2.2%[9.22 µM]
Nc1ccc(C2=Nc3cccc4cccc(c34)N2)cc1	9.8%	2.1	i	-8.8%	-12.8%	-22.8%	-22.1%	-1.5%	-4.1%
CN(C)C(=O)CSc1ncccc1-c1nc2ccccc2[nH]1	11.5%	-8.9	i	1.2%	5.6%	0.2%	i	-1.4%	11.4%
CCOc1ccc(CCN2C(=O)C(=O)N([C@@H](CC(C)C)CN3CCC[C@@H]3CN3C(=O)C(=O)NC[C@@H]3Cc3ccccc3)C[C@@H]2CC(C)C)cc1	?	?	i	-2.4%	-0.1%	-7.6%	-7.9%	21.8%	-21.7%
CCCCn1c(SCC(=O)c2ccccc2)nc2sc3c(c2c1=O)CCCC3	3.7%	/	/	/	/	-12.0%	i	-17.8%	17.0%
CCOC(=O)C1(Cc2ccccc2C(F)(F)F)CCN(CCCn2cccn2)CC1	?	-29.5	i	20.7%	-1.2%	8.6%	-10.9%	15.5%	-5.9%[0.397 µM]
CCOC(=O)C1(C)CCN1C(=O)Cc1ccc(OC)cc1 (stereo unspecified)	3.0%	-15.1	i	-1.8%	0.2%	-0.6%	-6.6%	-16.7%	-1.3%

Single records (already shown). Values in the order: GLP1R inv ag	D3 antag	pAkt inh	GLP-1R agonist	aSyn rescue	Abeta rescue	PTHR1 ag	FUS suppressor	TDP43 rescue
Cc1oc2cc3oc(=O)c(CCC(=O)NCCCN4CCCC4=O)c(C)c3cc2c1C reads -3.8%	39.5	i	11.1%	0.5%	-2.0%	i	3.7%	13.2%
CCOC(=O)C1(Cc2ccccc2C(F)(F)F)CCN(CCCn2cccn2)CC1 reads ?	-29.5	i	20.7%	-1.2%	8.6%	-10.9%	15.5%	-5.9%[0.397 µM]

Next records:
SMILES	GLP1R inv ag	D3 antag	pAkt inh	GLP-1R agonist	aSyn rescue	Abeta rescue	PTHR1 ag	FUS suppressor	TDP43 rescue
O=C(NC1CCCCCC1)C1CCN(S(=O)(=O)N2CCC3(CC2)OCCO3)CC1	-6.9%	9.9	/	0.7%	-1.3%	20.2%	-2.2%[57.5 µM]	17.4%	-5.2%
O=[N+]([O-])c1cc(S(=O)(=O)C(F)(F)F)ccc1NCC1CCCO1 (stereo unspecified)	?	-0.6	i	8.3%	4.7%	-17.0%	-7.1%	11.3%	?
C/C(=N\NC(=S)Nc1ccc(C)cc1)c1cc2ccccc2o1	-17.7%	-24.2	i	14.9%	1.5%	?	i	24.0%	?
O=C(NCc1ccco1)c1cccc(S(=O)(=O)N2CCc3ccccc32)c1	-11.2%	-7.0	i	5.1%	6.7%	3.8%	-10.2%	-25.8%	5.3%
COc1cc(-c2nnc(SCC(=O)NCc3ccccc3Cl)o2)cc(OC)c1OC	-5.3%	/	/	/	/	-37.9%	i	-7.5%	-12.0%
CCn1cc(C(=O)O)c(=O)c2cc(F)c(N3CCN(S(=O)(=O)c4ccc5c(c4)OCCO5)CC3)cc21	9.2%	6.0	i	-6.9%	-2.8%	-11.1%	i	-21.6%	0.9%
COc1cccc(CNC(=O)c2sc3ncccc3c2-n2c(C)ccc2C)c1OC	-1.3%	/	/	/	/	-7.2%	-49.7%[inhibitor]	35.9%	?
O=C(Nc1ncccc1O)c1ccc(Oc2ccccc2)cc1	11.4%	4.7	i	5.7%	-26.1%	-38.1%	-37.0%[inhibitor]	-13.6%	1.4%
Cc1cc(NC(=O)CCCC(=O)NCc2cccs2)no1	-7.0%	-12.5	i	-11.8%	-2.8%	17.1%	i	19.8%	3.6%
Cc1nn(CC(=O)NNC(=S)Nc2ccccc2)c(C)c1[N+](=O)[O-]	0.1%	18.0	/	-2.5%	1.2%	16.5%	i	3.3%	-4.4%
COCCCNC(=O)c1nc2c(nnn2Cc2cc(C)ccc2C)c(=O)[nH]1	-12.2%	3.8	i	0.8%	6.6%	4.7%	15.6%[57.5 µM]	-1.6%	-17.6%
CCOC(=O)Cn1c(=O)c2c(nc3n2CCCCN3c2ccc(C)cc2)n(C)c1=O	-7.2%	-9.9	i	-8.0%	-2.0%	6.9%	-20.1%	8.0%	4.6%
COc1ccc(NC(=O)CSc2nc(-c3ccc(OC)c(OC)c3)[nH]c2-c2ccc(C)cc2)cc1	?	/	/	/	/	1.4%	6.1%	-1.3%	-11.4%
COc1ccccc1NS(=O)(=O)c1cc(NC(=O)c2cc(=O)[nH]c3ccccc23)ccc1N1CCOCC1	7.3%	7.0	i	-0.5%	-0.4%	-0.7%	-6.6%	?	5.3%
Nc1ccc2c(c1)Cc1cc(N)c(Cl)cc1-2	13.0%	1.3	i	6.1%	3.0%	0.6%	i	/	18.5%
COc1ccc(CCNC(=O)C2CCCN2S(=O)(=O)c2ccc(F)cc2)cc1OC (stereo unspecified)	10.1%	-24.2	i	4.1%	-2.5%	0.5%	-19.2%	2.2%	21.9%[9.22 µM]
Cn1c(=O)cc(OCCCC(=O)NCCCN2CCN(Cc3ccccc3)CC2)c2ccccc21	0.0%	?	i	4.0%	0.3%	5.0%	i	-5.4%	-14.9%
C=CCOc1ccccc1CNn1nnnc1N	-6.0%	-4.1	i	6.3%	2.2%	20.8%	i	16.2%	-15.5%
CCOc1ccc(C(C)=O)cc1COC(=O)CNC(=O)c1cccs1	0.3%	-1.2	i	13.7%	10.6%	0.6%	i	15.1%	7.6%
Oc1[nH]c2ccc(Br)cc2c1N=Nc1ccc(C(F)(F)F)cn1	?	10.5	i	8.3%	14.5%	27.3%	-34.3%[inhibitor]	5.9%	-3.0%[0.397 µM]
Cc1cc(C)c2c(CC(=O)Nc3ccc(F)cc3)coc2c1	-14.4%	/	/	/	/	10.1%	i	4.6%	1.0%
CCOC(=O)C(CC)Sc1nc2c(c(=O)[nH]c(=O)n2C)n1CCc1ccccc1 (stereo unspecified)	-11.4%	10.4	i	17.2%	-3.4%	4.5%	i	22.6%	7.5%
CC(=O)c1cc2c(cc1NC(=O)C1CCC1)OCO2	2.0%	-10.8	i	8.0%	-5.0%	-3.2%	i	-1.9%	-11.6%
Cc1cc(C)cc(-n2nnc(C(=O)NCc3ccc(Cl)cc3)c2N)c1	-25.2%	14.6	i	-0.9%	-1.4%	3.7%	-1.4%	-7.0%	6.1%
